SV40 large T antigen: TAg ATPase/helicase activity blockers – biochemical (AID 1903); SV40 large T antigen ATPase/helicase inhibition assay; higher % means a stronger effect; inhibition, % at 20 µM; hits with a dose series show IC50 in µM; 0.39% of 310,000 active; in the data active means a potency from the dose series; inconclusive means inhibition mostly from about 32% at the one dose, without a potency; inactive means the rest, 99 in 100 with inhibition below about 32%; further: strong numbers were not always called active
NS5 inhibitors: flavivirus cap methylation enzyme inhibition – biochemical, confirmation dose response, primary screen (AID 588689). Dengue-2 NS5 methyltransferase capping enzyme assay, biochemical; higher % means a stronger effect. 0.3% of 340,000 active. inhibition, % at 25 µM; hits with a dose series show IC50 in µM; in the data active means a potency from the dose series; inconclusive means inhibition above about 29% without an active follow-up result
UTI89 phage lysis: protection from phage-mediated lysis, alamar blue read-out – E. coli UTI89, K1F phage, bacterial capsule biogenesis inhibitors (AID 488966); E. coli UTI89 K1F phage lysis, alamar blue, 2 h; higher % means a stronger effect; one-dose inhibition, % at 100 µM; IC50 in µM for titrated hits; 0.02% of 340,000 active;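 active means phage lysis inhibition, versus mean bacterial control, above a set limit; inconclusive means no clear call, values can overlap the other calls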;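 further: capsule biogenesis inhibitors block K1F phage lysis so surviving cells raise fluorescence; higher fluorescence means more inhibition of phage lysis; actives were called in the ten point dose series up to 300 µM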
MgcRacGAP inhibition: MgcRacGAP GTPase-activating activity inhibitors, confirmation, biochemical, ADP Hunter fluorescence; MgcRacGAP-stimulated Rac1 GTP hydrolysis, ADP Hunter fluorescence; higher % means a stronger effect; GST-tagged Rac1 F28L mutant substrate; inhibition, % at 30 µM; hits with a dose series show IC50 in µM; 0.6% of 340,000 active; AID 624330;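 active means first-screen hits whose inhibition reached a set limit at any dose in the follow-up dose series; inconclusive means inhibition above the set first-screen limit but never retested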;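 further: fluorescence reports GDP produced by GAP-driven GTP hydrolysis; strong numbers were not always called active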
GPR55 antagonists: inhibition of LPI-stimulated GPR55 beta-arrestin translocation – imaging, U2OS, beta-arrestin-GFP, LPI agonist, primary screen (AID 2013). U2OS GPR55 beta-arrestin-GFP translocation imaging, LPI antagonism; higher % means a stronger effect. inhibition, % at 10 µM; hits with a dose series show IC50 in µM. 0.13% of 290,000 active;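 active means spots per cell inhibited over 60%, with over 100 cells counted and total cytoplasm intensity under 500,000; inconclusive means wells with under 100 cells, flagged as likely toxic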;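 further: U2OS cells stably carrying GPR55 and arrestin-GFP stimulated by 5 µM LPI near EC80; imaged beta-arrestin-GFP aggregate spots per cell after agonist stimulation; plate controls were LPI-stimulated DMSO wells for no effect and DMSO wells without LPI for full effect; some results filed as inactive read as strong as hits; confirmed hits need IC50 under 10 µM and bright autofluorescent wells are also inconclusive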
RSV CPE inhibition: inhibition of RSV-induced cytopathic effect – HEp-2 cells, primary 10 µM value included (AID 2391); HEp-2 cells, RSV-induced CPE inhibition; higher % means a stronger effect; CPE inhibition, % at 10 µM, or IC50 in µM where a hit was titrated; 0.13% of 310,000 active; in the data active means a potency from the dose series; inconclusive means CPE inhibition mostly from about 23% at the one dose, without a potency; inactive means the rest, 99 in 100 with CPE inhibition below about 21%; further: strong numbers were not always called active
HIV fusion peptide: inhibitors of HIV fusion peptide binding, primary screen, biochemical, uHTS, fluorescence dequenching (AID 1986) | inhibition, % at 20 µM; hits with a dose series show IC50 in µM | 0.3% of 290,000 active | cell-free peptide binding, fluorescence dequenching, 30 min; higher % means a stronger effect; in the data active means inhibition mostly above about 52%, no sharp cut-off; inactive means mostly below about 76%; further: some results filed as inactive read as strong as hits
PhoP inhibition: PhoP-dependent GFP reporter repression – Salmonella Typhimurium, primary screen (AID 1863) | S. Typhimurium PhoP-regulated promoter GFP reporter, 4 h; higher % means a stronger effect | inhibition, % at 50 µM; hits with a dose series show IC50 in µM | 0.16% of 300,000 active;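 active means inhibition over 29.93%, a cutoff 3 SD above the screen mean, later confirmed by dose response; inconclusive means inhibition over 29.93% but no dose response follow-up; inactive means inhibition at most 29.93% or unconfirmed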;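 further: 0% = low Mg2+ inducing control and 100% = high Mg2+ repressing control; strong numbers were not always called active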
GPR35 arrestin U2OS: GPR35 antagonists blocking zaprinast-driven arrestin recruitment, primary screen, imaging, U2OS, beta-arrestin-GFP, zaprinast agonist (AID 2058); U2OS GPR35 beta-arrestin-GFP translocation imaging, zaprinast antagonism; higher % means a stronger effect; inhibition, % at 10 µM; hits with a dose series show IC50 in µM; 0.052% of 290,000 active;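 active means inhibition of at least 50% with at least 30 cells and total cytoplasm GFP at most 10,000,000; inconclusive means under 30 cells or total GFP of 10,000,000 plus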
NS5 inhibitors pilot replicate: second read-out of NS5 inhibitors, no call of its own (marks repeat the call); inhibition, %; measured here: pilot screen replicate inhibition
The depositor's hits bear a star; [ ] = another dose, or the depositor's remark.

Screening O=C(O)CCS(=O)(=O)Cc1cccc(Cl)c1 returned SV40 large T antigen 9%, NS5 inhibitors 0%, UTI89 phage lysis 3.8%, MgcRacGAP inhibition 6%, GPR55 antagonists 4%, RSV CPE inhibition 0.1%, HIV fusion peptide 4.1%, PhoP inhibition -4% and GPR35 arrestin U2OS 5%.
`O=S(=O)(N/N=C\c1cn(-c2ccccc2)nc1-c1ccccc1)c1ccccc1` gave SV40 large T antigen 4%, NS5 inhibitors 1%, UTI89 phage lysis 0.5%, MgcRacGAP inhibition 5%, GPR55 antagonists 13%, RSV CPE inhibition inconclusive, HIV fusion peptide 5.2%, PhoP inhibition -9% and GPR35 arrestin U2OS -4%.
CCCCCn1c(N)c(-c2nc3ccccc3s2)c2c([N+](=O)[O-])nn(C)c(=O)c21 was read as SV40 large T antigen 5%, NS5 inhibitors 2%, UTI89 phage lysis 2.0%, MgcRacGAP inhibition -4%, GPR55 antagonists 3%, RSV CPE inhibition 5.2%, HIV fusion peptide 2.6%, PhoP inhibition -5% and GPR35 arrestin U2OS -2%.
`N#Cc1c2c(c(NCc3cccnc3)n3c1nc1ccccc13)CCC2` gave SV40 large T antigen 14%, NS5 inhibitors 1%, UTI89 phage lysis 0.1%, MgcRacGAP inhibition 6%, GPR55 antagonists -13%, RSV CPE inhibition 3.6%, HIV fusion peptide 7.6%, PhoP inhibition -2% and GPR35 arrestin U2OS -1%.
`CCOC(=O)c1c(NC(=S)N2CCOCC2)sc(C)c1C` gave SV40 large T antigen 8%, NS5 inhibitors 2%, UTI89 phage lysis -2.3%, MgcRacGAP inhibition 4%, GPR55 antagonists 19%, RSV CPE inhibition 4.7%, HIV fusion peptide -1.8%, PhoP inhibition -7% and GPR35 arrestin U2OS -4%.
COc1ccc(CCC(=O)OCC(=O)Nc2ccc(C)c(S(=O)(=O)N(C)C)c2)cc1 was read as SV40 large T antigen 2%, NS5 inhibitors -1%, UTI89 phage lysis 2.1%, MgcRacGAP inhibition 0%, GPR55 antagonists 4%, RSV CPE inhibition -0.3%, HIV fusion peptide -0.6%, PhoP inhibition -15% and GPR35 arrestin U2OS 9%.
`CC(N=c1ccccn1C(=O)Nc1ccc(Cl)cc1)c1ccco1` (configuration not stated) gave SV40 large T antigen 6%, GPR55 antagonists 2%, RSV CPE inhibition -1.3%, HIV fusion peptide 2.5%, PhoP inhibition -4% and GPR35 arrestin U2OS -12%.
`COc1cc(C2C(C#N)=C(N)N(N(C)C)C3=C2C(=O)CCC3)cc(OC)c1OC` (configuration not stated) gave SV40 large T antigen 16%, NS5 inhibitors 2%, UTI89 phage lysis 0.2%, MgcRacGAP inhibition 1%, GPR55 antagonists 1%, RSV CPE inhibition 0.0%, HIV fusion peptide -2.0% and GPR35 arrestin U2OS 11%.
O=C(c1cc2ccccc2oc1=O)N(c1ccccc1)C1C=CS(=O)(=O)C1 (configuration not stated) was read as SV40 large T antigen 8%, NS5 inhibitors 0%, UTI89 phage lysis 2.9%, MgcRacGAP inhibition 1%, GPR55 antagonists -4%, RSV CPE inhibition 3.7%, HIV fusion peptide -0.3%, PhoP inhibition 2% and GPR35 arrestin U2OS 3%.
`CC(CC(=O)N1CCN(S(=O)(=O)c2ccc(Cl)cc2)CC1)n1cncn1` (configuration not stated) gave SV40 large T antigen 3%, NS5 inhibitors -3%, UTI89 phage lysis 0.0%, MgcRacGAP inhibition 3%, GPR55 antagonists -7%, RSV CPE inhibition 2.0%, HIV fusion peptide 1.5%, PhoP inhibition 2% and GPR35 arrestin U2OS -5%.
COC(=O)c1[nH]c2ccc(F)cc2c1NC(=O)Nc1ccc(OC)cc1 was read as SV40 large T antigen 11%, NS5 inhibitors 3%, UTI89 phage lysis 2.7%[50 µM], MgcRacGAP inhibition 11%, GPR55 antagonists 21%, RSV CPE inhibition 1.5%, HIV fusion peptide -2.2%, PhoP inhibition -26% and GPR35 arrestin U2OS -13%.
CCCNC(=O)CN1C(=O)NC(CCSC)C1=O (configuration not stated) was read as SV40 large T antigen 13%, NS5 inhibitors -1%, UTI89 phage lysis -0.1%, MgcRacGAP inhibition 7%, GPR55 antagonists 11%, RSV CPE inhibition 0.8%, HIV fusion peptide 0.7%, PhoP inhibition -12% and GPR35 arrestin U2OS -2%.
`Cc1nc(SCC(=O)N(C)C2CCCCC2)[nH]c(=O)c1Cc1ccccc1` gave SV40 large T antigen 1%, NS5 inhibitors -3%, UTI89 phage lysis 0.1%, MgcRacGAP inhibition 3%, GPR55 antagonists -9%, RSV CPE inhibition 5.3%, HIV fusion peptide -0.5%, PhoP inhibition -10% and GPR35 arrestin U2OS -18%.
`Cc1cccc(CSc2ncccc2C(=O)O)c1` gave SV40 large T antigen -2%, NS5 inhibitors -4%, UTI89 phage lysis 1.4%[50 µM], MgcRacGAP inhibition 13%, GPR55 antagonists 9%, RSV CPE inhibition 0.9%, HIV fusion peptide 1.3%, PhoP inhibition -7% and GPR35 arrestin U2OS -7%.
`O=C(NNC(=O)C12CC3CC(CC(C3)C1)C2)[C@@H]1C[C@H]1c1ccccc1` gave SV40 large T antigen 7%, NS5 inhibitors -19%, UTI89 phage lysis -0.4%, MgcRacGAP inhibition -1%, GPR55 antagonists 7%, RSV CPE inhibition 0.8%, HIV fusion peptide -1.0%, PhoP inhibition 1% and GPR35 arrestin U2OS -1%.
`COC(=O)CN(C#N)c1nc(NCc2ccccc2)nc(OC)n1` gave SV40 large T antigen 0%, NS5 inhibitors 3%, UTI89 phage lysis -0.1%, MgcRacGAP inhibition 10%, GPR55 antagonists -14%, RSV CPE inhibition -0.8%, HIV fusion peptide -0.2%, PhoP inhibition 1%, GPR35 arrestin U2OS -10% and NS5 inhibitors pilot replicate -0.6.
Screening O=C(Nc1cccc([N+](=O)[O-])c1)c1ccc2nsnc2c1 returned SV40 large T antigen 2%, NS5 inhibitors -6%, UTI89 phage lysis 0.2%, MgcRacGAP inhibition 6%, GPR55 antagonists -2%, RSV CPE inhibition 1.7%, HIV fusion peptide -0.1%, PhoP inhibition -3% and GPR35 arrestin U2OS 10%.
CC(=O)c1nn(-c2cccc(Br)c2)cc1C(=O)c1ccc(Br)cc1 was read as SV40 large T antigen 5%, NS5 inhibitors -3%, UTI89 phage lysis 0.2%, MgcRacGAP inhibition 6%, GPR55 antagonists -3%, RSV CPE inhibition -0.7%, HIV fusion peptide 1.2%, PhoP inhibition -11% and GPR35 arrestin U2OS -11%.
`CN(Cc1ccno1)Cc1cn(Cc2ccccc2)nc1-c1ccc2c(c1)OCO2` gave SV40 large T antigen 5%, NS5 inhibitors 4%, UTI89 phage lysis -0.4%, MgcRacGAP inhibition 10%, GPR55 antagonists 4%, RSV CPE inhibition 2.5%, HIV fusion peptide -1.1%, PhoP inhibition 0% and GPR35 arrestin U2OS -3%.
For O=C(CN(Cc1ccccc1)C(=O)CNS(=O)(=O)c1ccc(F)cc1)NCc1ccco1 the results were SV40 large T antigen 14%, NS5 inhibitors -3%, UTI89 phage lysis -0.1%, MgcRacGAP inhibition 9%, GPR55 antagonists -2%, RSV CPE inhibition 0.8%, HIV fusion peptide 0.4%, PhoP inhibition 3% and GPR35 arrestin U2OS 8%.
Screening CCN(CC)c1ccc(/C=C(/C#N)C(=O)NCc2ccccc2)o1 returned SV40 large T antigen 14%, NS5 inhibitors -156%, UTI89 phage lysis 0.2%, MgcRacGAP inhibition 11%, GPR55 antagonists 11%, RSV CPE inhibition 2.5%, HIV fusion peptide 128%, PhoP inhibition -14% and GPR35 arrestin U2OS 8%.
`CC(=O)Oc1ccc(Cl)cc1/C=C/c1ccc2ccccc2n1` gave SV40 large T antigen 4%, NS5 inhibitors 1%, UTI89 phage lysis -1.4%[50 µM], MgcRacGAP inhibition -12%, GPR55 antagonists 1%, RSV CPE inhibition 9.9%, HIV fusion peptide -2.4%, PhoP inhibition -1% and GPR35 arrestin U2OS 7%.
For O=C(NC(=S)N1CCOCC1)c1ccc([N+](=O)[O-])cc1 the results were SV40 large T antigen 13%, NS5 inhibitors -3%, UTI89 phage lysis 2.8%[50 µM], MgcRacGAP inhibition -1%, GPR55 antagonists -4%, RSV CPE inhibition 2.6%, HIV fusion peptide -0.5%, PhoP inhibition 6% and GPR35 arrestin U2OS -9%.
`O=C(CS(=O)(=O)c1cn(CC(=O)N2CCOCC2)c2ccccc12)NCc1ccccc1` gave SV40 large T antigen 7%, NS5 inhibitors -7%, UTI89 phage lysis -1.1%[50 µM], MgcRacGAP inhibition 3%, GPR55 antagonists 6%, RSV CPE inhibition 0.8%, HIV fusion peptide 1.4%, PhoP inhibition -3% and GPR35 arrestin U2OS -10%.
`O=C(O)C(Cc1ccccc1)Nc1ccc([N+](=O)[O-])cc1[N+](=O)[O-]` (configuration not stated) gave SV40 large T antigen -1%, NS5 inhibitors -2%, UTI89 phage lysis -1.2%, MgcRacGAP inhibition 4%, GPR55 antagonists -7%, RSV CPE inhibition 1.9%, HIV fusion peptide 1.1%, PhoP inhibition -2% and GPR35 arrestin U2OS -1%.
Cc1ccnc(SCc2cn3c(C)cc(C)nc3n2)n1 was read as SV40 large T antigen 11%, NS5 inhibitors -2%, UTI89 phage lysis 0.4%, MgcRacGAP inhibition 4%, GPR55 antagonists 5%, RSV CPE inhibition 5.1%, HIV fusion peptide -2.0%, PhoP inhibition -2% and GPR35 arrestin U2OS -15%.
For CC(=O)N1CCN(S(=O)(=O)c2cccc(C(=O)Nc3ccc(OC(F)F)cc3)c2)CC1 the results were SV40 large T antigen 4%, NS5 inhibitors -3%, UTI89 phage lysis 0.3%, MgcRacGAP inhibition 2%, GPR55 antagonists -2%, RSV CPE inhibition 8.7%, HIV fusion peptide 0.1%, PhoP inhibition 0% and GPR35 arrestin U2OS -5%.

From PubChem
